From PubChem
PolyA inh – polyadenylation inhibitors in yeast reporter cells, primary screen, luminescence, S. cerevisiae; AID 1875, 2009; S. cerevisiae SKY197-pL101 polyadenylation reporter, beta-gal luminescence; efflux-impaired pdr1/pdr3 knockout yeast; score 100 = 6 SD above DMSO; actives 0.02% (n = 300,000); calls only at 12 µM;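 active = lowest replicate activity score at least 50, where 100 means six control SD above control mean; inconclusive = lowest score under 50 but half or more replicates reach 50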;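 also: yeast exposed to compound for 9 h at 30 °C; higher score means more reporter readthrough which indicates perturbed polyadenylation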
KLF5 inh – KLF5 expression inhibitors, primary screen, DLD-1 cells, luminescence | DLD-1 KLF5 promoter-luciferase reporter | inhibition, % at 5 µM | AID 1700, 2009 | actives 0.23% (n = 290,000);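 active = inhibition above a per-plate limit of that plate's mean compound inhibition plus 3 SD, cut at about 60% in these data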;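 also: 0% = DMSO wells and 100% = LY294002 at 200 µM; higher means less KLF5 promoter-driven luciferase light; inactives centre near -14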
HSF1 inhib – HSF1 inhibitors in luciferase reporter cells, primary screen, cell-based, NIH3T3, luminescence; NIH3T3-HGL HSE-luciferase, MG132-induced, luminescence 8 h; active compounds read low; activity change, negative = inhibition, % at 7.5 µM (by protocol); actives 0.77% (n = 300,000); AID 2098, 2009;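 active = more than half of replicate wells show activity change below -50%, luminescence cut by over half; inconclusive = some wells, but at most half, below -50%; inactive = no replicate well below -50%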;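 also: luciferase reports HSF-1 transcriptional activity via heat shock element; 0% = median of DMSO wells and -100% = zero luminescence signal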
HSP90 inh – HSP90 inhibitors, primary screen, cell lysate, luminescence | Heat shock protein HSP 90 (rabbit reticulocyte lysate; luciferase refolding) | Rabbit reticulocyte lysate, luciferase refolding luminescence, 3 h | inhibition, % at 5.6 µM | actives 0.91% (n = 290,000) | AID 1789, 2009;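 active = inhibition above the screen-wide mean plus 3 SD, computed separately per campaign, cut at about 16% in these data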;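 also: 0% = DMSO wells and 100% = 60 µM geldanamycin wells; inhibitors lower the luminescence because luciferase stays unfolded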
AI-2 QS mod – Vibrio harveyi AI-2 quorum sensing modulators, primary screen, JMH597 strain, luminescence/OD600 ratio; Vibrio harveyi JMH597 AI-2 luminescence/OD600 ratio, 9 h; active compounds read low; strain lacks LuxN and CqsS sensors; 0 = neutral-control median; activity change, % at 7.5 µM; actives 0.4% (n = 300,000); AID 2094, 2009; in the data active = activity change below about -75%, passing the limit was not always enough; inconclusive = no clear call, values can overlap the other calls;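 also: luminescence divided by OD600 gain over 9 h not by final OD600 alone; inactives centre near 13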
GSK3beta inhib – human GSK3beta kinase inhibitors, primary screen, biochemical, cell-free homogeneous, HTS; Glycogen synthase kinase-3 beta (Homo sapiens), P49841; GST-GSK3beta kinase, ADP-Glo luminescence, 60 min; active compounds read low; activity score (negative = inhibition), % at 10 µM; actives 0.038% (n = 300,000);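 active = more than half of replicate wells score below -50%, meaning over 50% inhibition versus plate controls; inconclusive = some replicates but at most half score below -50%; inactive = no replicate scores below -50%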;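 also: 0% = median DMSO wells and -100% = median GW8510 positive control wells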
Target sequence (P49841 whole entry, looked up): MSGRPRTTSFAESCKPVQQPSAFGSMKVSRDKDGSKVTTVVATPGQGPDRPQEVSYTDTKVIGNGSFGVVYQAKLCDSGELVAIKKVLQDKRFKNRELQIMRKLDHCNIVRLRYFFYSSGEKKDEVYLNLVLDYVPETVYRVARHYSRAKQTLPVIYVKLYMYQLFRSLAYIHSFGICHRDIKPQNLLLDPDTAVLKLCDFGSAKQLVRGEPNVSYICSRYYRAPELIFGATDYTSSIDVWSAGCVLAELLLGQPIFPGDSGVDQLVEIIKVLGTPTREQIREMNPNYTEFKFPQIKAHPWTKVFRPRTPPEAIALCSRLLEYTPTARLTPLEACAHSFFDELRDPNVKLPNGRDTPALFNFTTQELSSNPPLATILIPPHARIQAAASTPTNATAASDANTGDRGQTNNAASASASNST
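Test system: GST-fused GSK3beta enzyme, cell-free | Quantity: 1.6 ng GST-GSK3beta enzyme per well | Reagent: 25 µM ATP with peptide substrate | Schedule: 60 min enzyme reaction, room temperature | Signal: Luminescent ADP-Glo measurement of ADP formed | Read-out basis: Score relative to plate controls | Control set: DMSO and 20 µM GW8510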
GSK3A inh – blockers of GSK3A enzyme activity – biochemical, luminescence, cell-free homogeneous, HTS, primary screen. AID 2650, 2010. Glycogen synthase kinase-3 alpha (Homo sapiens), P49840. actives 0.1% (n = 320,000). GSK-3 alpha kinase, ADP-Glo luminescence, 60 min. inhibition, % at 10 µM;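 in the data active = inhibition above about 50%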;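 also: GST-tagged GSK-3 alpha with peptide substrate and 25 µM ATP; 0% = DMSO neutral wells and 100% = GW8510 positive control wells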
Target sequence (P49840 whole entry, looked up): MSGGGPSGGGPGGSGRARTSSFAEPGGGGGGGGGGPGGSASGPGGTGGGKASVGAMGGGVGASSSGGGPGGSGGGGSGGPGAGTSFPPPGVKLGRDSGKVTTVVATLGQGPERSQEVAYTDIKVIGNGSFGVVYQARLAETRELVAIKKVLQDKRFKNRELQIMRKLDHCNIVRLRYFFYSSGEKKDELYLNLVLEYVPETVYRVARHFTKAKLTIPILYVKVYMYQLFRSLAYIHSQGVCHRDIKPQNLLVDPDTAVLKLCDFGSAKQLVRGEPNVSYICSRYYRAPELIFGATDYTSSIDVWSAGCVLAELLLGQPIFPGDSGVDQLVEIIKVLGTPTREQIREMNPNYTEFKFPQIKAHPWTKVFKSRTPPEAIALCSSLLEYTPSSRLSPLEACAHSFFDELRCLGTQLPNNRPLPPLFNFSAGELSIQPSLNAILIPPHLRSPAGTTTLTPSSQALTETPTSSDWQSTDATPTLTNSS
HSF-1 act – HSF-1 activators, primary screen, NIH3T3-HGL cells, MG132 stress, luminescence, single point; actives 1.7% (n = 300,000); activation, % at 9 µM; NIH3T3-HGL HSF-1 luciferase reporter, 8 h; 100% = twice DMSO control signal; AID 504408, 2011;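 active = mean replicate activation of at least 50% with a set share of replicates each reaching 50%; inconclusive = only one of those two conditions met; inactive = mean below 50% and too few replicates reaching it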;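 also: 0% = median of the neutral control wells and 100% = twice that signal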
aSyn 5UTR inh – MLPCN primary screen, SNCA 5' untranslated region | actives 0.82% (n = 300,000) | alpha-synuclein 5'UTR reporter, inhibitor activity | inhibition, % (tested at 7.5 µM); in the data active = inhibition above about 60%; inconclusive = no clear call, values can overlap the other calls;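 also: H4 neuroglioblastoma cells stably carrying SNCA 5'UTR luciferase fusion; 0% = DMSO wells and 100% = positive control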
IEC-6 tox – cytotoxicity in IEC-6 intestinal epithelial cells, primary screen, cytotoxicity control for KLF5 inhibitor project, cell-based, luminescence | IEC-6 cytotoxicity, luminescence viability | inhibition, % at 5 µM | actives 0.78% (n = 290,000) | AID 1825, 2009; in the data active = inhibition above about 22%;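 also: 0% = plate median of test compound wells and 100% = cytotoxic reference compound wells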
* = called active by the depositor; i = inactive; ? = inconclusive; . = not tested or not shown. Not all compounds are listed (hit frequency here may not be typical).

SMILES	PolyA inh	KLF5 inh	HSF1 inhib	HSP90 inh	AI-2 QS mod	GSK3beta inhib	GSK3A inh	HSF-1 act	aSyn 5UTR inh	IEC-6 tox
O=C(CCN1C(=O)COc2ccccc21)NCCCN1CCN(c2ccccc2F)CC1	i	-25	1	0	24	1	-4	8	24	1
CCOC(=O)C1=C(C)NC(C)=C(C(=O)OCC)C1C(=O)OCC(=O)N1c2ccccc2CC1C (stereo unspecified)	i	-3	2	-2	2	1	2	-4	4	9
COc1ccc(-c2[nH]ncc2CNC(C)c2ccccc2Cl)cc1F (stereo unspecified)	i	-22	.	2	6	-1	-2	.	-3	5
Cc1ccc(NC(=S)C2=C(O)c3sccc3N(C)S2(=O)=O)cc1	i	-59	11	-2	12	6	-5	1	5	5
c1ccc(CNC2=NCCC2)nc1	i	-25	-1	1	4	3	0	21	-8	4
Nc1cccc(NC(=O)c2cccs2)c1	i	-20	-1	-1	7	3	2	1	-56	-1
COc1cccc(/C=C/C(=O)Nc2ccc(N3CCOCC3)cc2)c1OC	i	-20	6	-1	30	-2	-5	13	-43	1
COC(=O)c1cccc(NC(=O)CC2C(=O)NCCN2C(=O)Nc2cc(C)cc(C)c2)c1 (stereo unspecified)	i	-21	3	-3	8	2	1	16	10	-3
CC1CCc2[nH]c3ccc(C(=O)N(C)CC(=O)Nc4cccc(F)c4)cc3c2C1 (stereo unspecified)	i	.	-4	.	45	2	0	18	13	.
O=C(c1ccccc1NS(=O)(=O)c1ccc(F)cc1)N1CCOCC1	i	-12	-11	2	15	-5	-2	-4	-4	2
COc1ccc(-c2cccc(C3CC=CC4C3C(=O)N(Cc3ccccc3)C4c3cc(C)ccc3F)c2)cc1 (stereo unspecified)	i	.	-5	.	-7	0	.	-21	8	.
Cc1ccc(NC(=O)Cn2c(=O)c3cccn3c3ccccc32)c(Cl)c1	i	3	4	2	14	0	-1	17	5	7
COc1ccc(N/C(=C2\CCCC2=O)C2CCCCC2)cc1	i	.	0	.	8	-1	-1	-8	-3	.
CCCCn1cnc2c(=S)nc(N)[nH]c21	i	-2	-8	1	24	-4	0	7	9	0
O=C(O)c1ccc(N2C(=O)CSC2=S)cc1	i	.	-3	.	-48	0	19	-13	-21	.
Cc1ccccc1NC(=O)/C(C#N)=C/c1ccc(-c2ccc(Cl)c(C(=O)O)c2)o1	i	-102	30	-5	26	-1	7	?	-24	3
O=C(CCc1nnc2ccc(NCc3ccco3)nn12)Nc1cc(F)ccc1F	i	-3	2	-3	7	-4	4	0	6	-2
Cc1ccccc1NC(=S)N1CCOCC1	.	-13	0	3	16	1	.	-4	19	-1
CC(Oc1ccc(Br)cc1)C(=O)NCC(c1ccco1)N1CCCCC1 (stereo unspecified)	i	.	6	.	-1	3	-2	13	10	.
CCCNC(=O)c1ccc(COc2ccc(CCC)cc2OC)o1	i	-79	-56*	-5	33	-3	-3	-66	-16	2
COc1ccc(CN(C)C(=S)Nc2ccc(Cl)cc2Cl)cc1	i	-60	3	0	-1	2	-1	-9	11	2
N#CCCn1c(O)c(N=NC(=O)CNC(=O)c2cccs2)c2ccccc21	i	-8	-7	4	34	1	0	-3	-6	5
CCOc1ccc(CCNC(=O)C(CCC(N)=O)NC(=O)OCc2ccccc2)cc1OCC (stereo unspecified)	i	-12	-3	1	4	2	1	4	26	0
NC(=O)c1cc2ccccc2o/c1=N\NC(=O)c1ccc(F)cc1	.	-10	5	3	0	-2	0	28	1	-9
COc1cccc(-c2nc(CS(=O)CC(=O)NCCCOC(C)C)c(C)o2)c1 (stereo unspecified)	i	-18	-2	-2	5	2	0	1	4	5
CC(=O)NCc1cn2c(C)csc2n1	i	-14	-2	-1	29	2	0	2	-7	-7
Cc1ccc(SCC(=O)N2c3ccccc3Sc3ccccc32)cc1	i	-19	5	2	1	3	-2	20	-2	7
CC(=O)Nc1ccc(NC(=O)COc2cc(O)c3c(c2)OC(C)(C)CC3=O)cc1	i	-24	3	2	17	2	1	20	-30	2
COc1ccc(-c2cc(=O)oc3cc(OC(C)C(=O)O)ccc23)cc1 (stereo unspecified)	i	-31	-2	-2	10	4	-6	-2	22	-8
Cc1ccc(NC(=O)NCc2c(C)nn(C)c2C)cc1Cl	i	-43	20	0	34	-2	-3	26	-157	-6
COc1ccc(C(O)P(=O)(O)CCc2ccccc2)cc1 (stereo unspecified)	i	-26	1	0	15	3	-5	3	-11	-6
COc1cccc2c(=O)c3cccc(N)c3[nH]c12	i	-16	-3	-2	36	-7	-3	0	-1	-9
COc1ccc(Cc2nnc(NC(=O)c3ccccc3)s2)cc1OC	i	-48	-9	3	3	-22	0	-1	1	-2
O=S(=O)(Cc1ccccc1)NCC1CCCN(Cc2cccc3nonc23)C1 (stereo unspecified)	i	13	-26	4	22	1	-1	-43	11	8
Cc1cccc(Oc2nc(-c3ccccc3)cc(C)c2S(C)(=O)=O)c1C	i	-52	3	10	10	2	-4	14	17	1
CNC(=O)NC(=O)CSc1nc(-c2cccs2)c(C#N)c(=O)[nH]1	i	-15	1	-4	-8	-75*	.	0	7	-5
O=S(=O)(NCC(c1ccc2c(c1)OCO2)N1CCOCC1)c1ccc(Cl)cc1 (stereo unspecified)	i	.	8	.	7	3	-2	38	9	.
CCOc1ccccc1C(=O)Nc1ccsc1C(=O)OC	i	12	-3	4	2	-1	9	6	65*	32*
Cn1c(SCc2cc(=O)n3cc(Br)ccc3n2)nnc1C1COc2ccccc2O1 (stereo unspecified)	i	2	7	3	33	0	-1	9	-3	1
Clc1ccc(Nc2nc(-c3cccnc3)cs2)cc1	i	-82	-3	-4	2	2	.	-13	-146	8
COc1ccc(C(CNC(=O)c2ccc3c(c2)OCCO3)N(C)C)cc1 (stereo unspecified)	i	-30	2	-2	4	-4	-3	2	-27	3
COc1ccc(-n2c(-c3ccc(Cl)cc3Cl)n[nH]c2=S)c(OC)c1	i	-24	3	4	20	3	-1	-4	17	2
COc1ccc(-n2c(=O)[nH]cc(C(=O)Nc3ccc4c(c3)OCCO4)c2=O)cc1OC	i	-9	-5	0	8	1	0	-3	7	3
O=C(O)C1C2CCC(C2)C1C(=O)NCCc1cccc(Cl)c1 (stereo unspecified)	i	-16	-5	-5	17	1	-1	15	-1	-1
COc1ccc2c(-c3ccccc3)cc(=S)[nH]c2c1	i	-44	1	4	12	1	-1	4	9	0
COc1c([N+](=O)[O-])c(=O)oc2ccccc12	i	9	-72*	-3	20	3	-14	-79	-12	1
CC1CN(CCOCCSc2ccccc2)CC(C)O1 (stereo unspecified)	i	-3	-9	1	17	-1	-3	-9	-2	2
C=C(C)CSc1nc2nc(C)cc(C)n2n1	i	-16	-8	-2	25	-3	-4	6	8	8
Nc1nncn1C(=O)c1ccccc1Cl	i	11	1	4	18	6	-2	2	-6	1
C#CCNc1cc(-c2ccccc2)nc2ncnn12	i	-17	2	-4	14	2	6	1	13	3
O=C(c1ccc(CN2CCOCC2)cc1)N1CCN(Cc2ccccc2)CC1	i	-15	-2	1	26	3	-2	0	1	1
Cc1cc(C(=O)NP(=O)(N2CCOCC2)N2CCOCC2)c(C)n1-c1ccc(Br)cc1	i	-9	-6	1	4	0	-1	-13	6	-4
Cc1cc(C)n(-c2c(F)c(F)c(CN3CCOCC3)c(F)c2F)n1	i	-12	-3	3	25	3	-3	19	0	7
O=C(NNC(=O)c1ccccc1[N+](=O)[O-])Nc1ccccc1C(F)(F)F	i	-35	-5	2	13	1	-5	-6	1	-1
COc1ccc(-n2nc(C(=O)N(C)C3CCCCC3)c3ccccc3c2=O)c(OC)c1	i	-20	-2	-2	0	2	0	6	18	2
O=C(CSc1nc2ccccc2o1)Nc1ccc(Cl)cc1	i	-44	13	-7	4	5	-1	3	-23	1
COc1ccc(/C=C(\C)C(=O)c2c(C)cc(C)[nH]c2=O)cc1	i	.	0	.	30	2	-3	-11	-15	.
S=C1NC(c2ccccc2)=NCN1c1ccc(Br)cc1	i	-51	26	0	15	2	-1	55*	-20	-1
O=C(Nc1ccc2c(c1)OCCO2)c1cccc(Br)c1	i	-138	22	2	0	-1	-1	57*	-150	9
Cc1ccc(S(=O)(=O)/N=C(\Nc2cccc(C)c2)Nc2nc(C)cc(C)n2)cc1	i	-6	-1	-1	21	0	-1	-14	-7	6

(continued)
SMILES	PolyA inh	KLF5 inh	HSF1 inhib	HSP90 inh	AI-2 QS mod	GSK3beta inhib	GSK3A inh	HSF-1 act	aSyn 5UTR inh	IEC-6 tox
O=C(O)CCC(=O)OCC1CCCO1 (stereo unspecified)	i	-32	-7	-1	31	-1	2	-6	4	-3
CN(CC(=O)Nc1ccc(F)cc1)C(=O)COc1ncnc2ccccc12	i	8	-4	6	10	-1	0	-18	0	-2
CCCCNc1cc(=O)oc2ccccc12	.	-12	3	-11	32	2	2	-6	-13	-5
Cn1c(=O)c2c(nc(Sc3nc4ccccc4n3CC(=O)N3CCCCC3)n2C)n(C)c1=O	i	-27	-1	-3	6	0	11	-6	9	-5
CCOc1ccc(C(=O)c2ccc(OCC)c(N)c2)cc1N	i	-45	10	-4	21	-3	-3	19	-70	8
Cc1cc(C(=O)N2CCN(C(=O)C3CCCO3)CC2)no1 (stereo unspecified)	i	-5	-7	6	5	-13	0	-25	9	0
COc1ccc(C(=O)NC(=S)Nc2nc(C)cc(C)n2)cc1Br	i	-67	1	0	10	0	0	22	-77	-2
COc1ccc(C(C(=O)NC2CCCC2)N(C(=O)c2snc(-c3ccc(F)cc3)c2N)c2ccc(OC)cc2)cc1 (stereo unspecified)	i	-26	6	1	14	1	-1	11	26	2
COCCNC(=O)CCCCCN1C(=O)CCC1=O	i	5	1	0	29	0	-7	-10	-16	2
